# Compound activity from PubChem BioAssay.
# LGR2 inh: inhibitors of bursicon-induced LGR2 CRE-luciferase signal, primary screen, cell-based, HEK293, CRE-luciferase reporter, bursicon stimulation; Drosophila bursicon receptor LGR2 (rickets); inhibition, % at 9.99 µM; bursicon-stimulated, 4 h; actives 0.35% (n = 380,000);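 active means drop in luminescence signal, shown as inhibition above about 50% in the replicate tests, limit read from the data, passing the limit was not always enough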;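 further: agonist challenge used bursicon conditioned medium at about half maximal strength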
# ARNT TACC3 PPI: disruptors of ARNT/TACC3 protein interaction, primary screen, biochemical, AlphaScreen, single concentration. Transforming acidic coiled-coil-containing protein 3 (Homo sapiens), Q9Y6A5. AlphaScreen His-ARNT PAS-B/GST-TACC3 binding, luminescence; TACC3 fragment carries E629A point mutation. inhibition, % at 9.99 µM. actives 0.66% (n = 390,000). AID 623870, 2012;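 active means mean inhibition of replicates at least 50% and at least half of replicates each reaching 50%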;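 further: 0% = complete ARNT plus TACC3 wells and 100% = ARNT alone without TACC3; many hits fall short of the cut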
# Statin myotox sup: suppressors of statin myotoxicity in C2C12 myotubes, primary screen, cell-based, single point, plate reader; C2C12 myotubes + simvastatin, ATP luminescence, 48 h; scaled: DMSO 0, geranylgeraniol control 100; rescue of ATP level, % at 7.49 µM; actives 0.78% (n = 330,000);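 active means mean ATP rescue above about 67%, or every replicate alone reaching that limit, limit read from the data, passing the limit was not always enough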;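 further: myotubes were challenged with 10 µM simvastatin during compound exposure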
# PGC1a acetyl inh: inhibitors of PGC1a acetylation signal, primary screen, cell-based, U2OS, AlphaScreen, inhibitor mode; AlphaScreen anti-acetyl-lysine; with virally co-expressed GCN5 acetyltransferase; inhibition, % at 15.6 µM; actives 0.17% (n = 350,000); AID 651687, 2012;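 active means every replicate shows inhibition of at least 40%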;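 further: 0% = neutral control wells and 100% = positive control wells; some results beyond the cut were filed as inactive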
# Cneo AK release: Cryptococcus neoformans cell lysis inducers, primary screen, AK release luminescence, single concentration | C. neoformans lysis, adenylate kinase release luminescence, 4 h; normalised: neutral wells 0, clomiphene wells 100 | lysis activity, % at 15 µM | actives 0.2% (n = 360,000);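 active means mean lysis activity across replicates of at least 80%, whatever share of replicates individually reach that level; inactive means mean lysis activity below 80%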
#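 Material: C. neoformans cells; Schedule: 4 h static compound exposure, 37 °C, read 1 h post-reagent; Measured by: adenylate kinase release luminescence; Read-out: signal increase indicating cell lysis; Controls: Clomiphene as positive lysis control.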
# GSIS activator: GLuc luminescence reporter in INS-1E cells, primary screen for activators of glucose-dependent secretion of insulin; INS-1E GLuc reporter insulin secretion, 2-3 h; activation, % at 16.6 µM; actives 0.61% (n = 370,000); AID 743287, 2014;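 active means lowest replicate activation of at least 40%, so every replicate reaches that level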;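 further: 0% = median of neutral control wells and 100% = median of IBMX positive control wells; some compounds called inactive have numbers as strong as hits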
# PAX8 inh HTS: inhibitors of PAX8-driven TPO luciferase reporter, primary screen, RMG-I cells, single concentration; actives 1.2% (n = 360,000); inhibition, % at 12.6 µM; SteadyGlo, 24 h;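 active means mean replicate inhibition at least 60% with every replicate also reaching 60%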;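 further: luciferase light reporting Pax8 driven TPO promoter activity; plate controls were median of neutral control wells for no effect and mitoxantrone controls for full effect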
# PglD inh: C. jejuni PglD acetyltransferase inhibitors, primary screen, biochemical, DTNB colorimetric, single point | AID 602405, 2012 | inhibition, % at 12.5 µM | purified PglD enzyme, DTNB colorimetric CoA detection | actives 0.098% (n = 360,000); in the data active means inhibition above about 16%, passing the limit was not always enough; further: strong numbers were not always called active
# * hit, by the source's call; · = no result given; & = joins results of further samples.
SMILES,LGR2 inh,ARNT TACC3 PPI,Statin myotox sup,PGC1a acetyl inh,Cneo AK release,GSIS activator,PAX8 inh HTS,PglD inh
COc1ccccc1/C=C1\SC(=S)N(NS(=O)(=O)c2ccccc2)C1=O,-19,0,4,1,0,2,-7,-8
CCOC(=O)c1[nH]ncc1CN1CCC(Cc2cccc(OC)c2)(C(=O)OCC)CC1,-1,0,4,-8,-1,-22,-1,4
CCCn1c2c(c(O)c(C(=O)NCCCN(CC)CC)c1=O)CCCC2,·,-16,-25,-22,4,·,-9,6
COc1ccc(NC(=O)Nc2ccc3c(c2)C(=O)N([C@H](C)CO)C[C@@H](C)[C@H](CN(C)Cc2ccccc2)OCCCC[C@@H](C)O3)cc1,-5,13,·,-15,3,-22,8,2
O=[N+]([O-])c1ccc(S(=O)(=O)N(CC(O)CN2CCCCC2)c2ccccc2)cc1 (stereo not drawn),-10,1,-9,8,-1,2,15,-3
COc1ccc(Cc2nnc(SC)[nH]c2=O)cc1,·,·,-2,-30,3,·,·,0
CC(=O)OC[C@H]1O[C@@H](Sc2cccc3cccnc23)[C@H](OC(C)=O)[C@@H](OC(C)=O)[C@H]1OC(C)=O,-16,64*,·,·,3&1,-10,32,4&-2
S=C(NCCc1ccccc1)N1CCN(C(=S)NCCc2ccccc2)CC1,14,-3,4,·,1,-13,-7,-6
Cc1ccc(S(=O)(=O)Nc2ccc3c(c2)C(=O)N([C@@H](C)CO)C[C@@H](C)[C@@H](CN(C)C(=O)Nc2ccc(C(F)(F)F)cc2)OCCCC[C@@H](C)O3)cc1,-7,-6,·,-20,0,-23,39,2
Cc1ccc(C)c(NC(=O)COC(=O)c2ccc[n+]([O-])c2)c1,5,0,2,·,-1,1,-10,0
CSc1cccc(NC(=S)N2CCCN(Cc3ccccc3F)C2)c1,15,1,1,7,·,-13,-5,·
CCc1cccc(CC)c1NC(=O)COC(=O)c1ccccc1-c1nc2ccccc2s1,7,-7,·,·,·,-17,16,·
COC(=O)c1ccc(NC(=O)c2ccccc2)o1,·,-3,-2,-2,-8,·,·,-9
CC1SC(C)C(=O)N(CC(=O)Nc2ccc3c(c2)OCO3)C1=O (stereo not drawn),4,1,·,·,·,-10,-23,·
COCCCNC(=S)NC1CC2CCC(C1)N2Cc1ccccc1 (stereo not drawn),17,-1,·,3,·,9,-1,·
CCC(=O)N(C)C[C@H]1Oc2cc(-c3ccccc3F)ccc2S(=O)(=O)N([C@@H](C)CO)C[C@H]1C,14,-4,-16,-8,-2,25,·,4
CCC(=O)N=c1n(C)c2ccccc2n1CCOc1ccccc1,7,-7,·,·,·,3,8,·
O=C(C1CC=CCC1)N1CCN(S(=O)(=O)c2ccc(F)cc2)CC1 (stereo not drawn),-3,27,6,-12,-1,0,-11,-5
CC(NC(=O)C(C)N1C(=O)c2cccc([N+](=O)[O-])c2C1=O)c1ccccc1 (stereo not drawn),-3,-6,-4,2,-1,19,20,10
Cc1ccccc1-c1nc2sc(-c3ccccc3)cc2c(=O)o1,·,1,7,·,-2,·,·,-7
CC(C)C(=O)Nc1cccc(COc2ccc(CN(Cc3ccccc3)C(=O)OC(C)(C)C)cc2)c1,19,2,-11,-31,-8,-21,72*,-3
CCCC(CCC)=NNC(=O)CN(Cc1ccccc1)S(=O)(=O)c1ccccc1,4,-4,·,-6,11,-13,·,-6
Nc1cccc(-c2nc3ccccc3[nH]2)c1,-44,0,-9,18,-2,5,·,4
CCC(=O)Nc1nnc(S(=O)(=O)N(CC)c2ccc(OC)cc2)s1,-1,14,-7,-2,-2,0,-6,-2

# Whole records as entered above. Values in the order: LGR2 inh | ARNT TACC3 PPI | Statin myotox sup | PGC1a acetyl inh | Cneo AK release | GSIS activator | PAX8 inh HTS | PglD inh
# CC(C)C(=O)Nc1cccc(COc2ccc(CN(Cc3ccccc3)C(=O)OC(C)(C)C)cc2)c1 is entered as 19 | 2 | -11 | -31 | -8 | -21 | 72* | -3
# COC(=O)c1ccc(NC(=O)c2ccccc2)o1 is entered as · | -3 | -2 | -2 | -8 | · | · | -9
# CCC(=O)Nc1nnc(S(=O)(=O)N(CC)c2ccc(OC)cc2)s1 is entered as -1 | 14 | -7 | -2 | -2 | 0 | -6 | -2
# CCC(=O)N=c1n(C)c2ccccc2n1CCOc1ccccc1 is entered as 7 | -7 | · | · | · | 3 | 8 | ·

# The list continues:
SMILES,LGR2 inh,ARNT TACC3 PPI,Statin myotox sup,PGC1a acetyl inh,Cneo AK release,GSIS activator,PAX8 inh HTS,PglD inh
COC(=O)c1cccc(NC(=O)NC(=O)c2ccc(Cl)cc2)c1,-6,6,-5,13,2,8,-21,5
CC(Sc1ncc(C(F)(F)F)cc1Cl)C(=O)NC(N)=O (stereo not drawn),14,-9,6,·,0,-5,-16,3
CC(Oc1ccccc1)C(=O)N=C1SC2CS(=O)(=O)CC2N1c1ccc(F)cc1 (stereo not drawn),8,-2,28,-1,0,20,4,-2
O=C(NC1CCCCC1)N1CCNCC1,-3,13,7,·,0,3,7,1
O=C(Nc1ccc2ccccc2c1)N1CCN(c2ncccc2C(F)(F)F)CC1,·,-4,-1,-7,14,·,22,-4
C[C@H](CO)N1C[C@H](C)[C@@H](CN(C)C(=O)Nc2ccc(F)cc2)Oc2ccc(NC(=O)Nc3ccc(F)cc3)cc2C1=O,-6,18,-13,5,-1,-1,·,-2
Cc1cc(C)n2nc(SCCOc3ccccc3)nc2n1,24,0,·,-8,·,14,-22,·
C[C@H](CO)N1C[C@H](C)[C@H](CN(C)Cc2ccc3c(c2)OCCO3)OCc2cnnn2CCCC1=O,-1,-8,-11,1,-3,15,·,-4
CNc1oc(-c2ccccc2)nc1S(=O)(=O)c1ccc(C)cc1,4,2,3,-5,3,2,7,-2
Clc1ccc(Cl)c(-c2ccc(/C=N/c3ncn[nH]3)o2)c1,-16,6,34,12,·,-19,·,·
Cn1cc(/C=N\O)nc2c(=O)n(-c3ccccc3)c(=O)nc1-2,4,10,·,-5,·,15,-7,·
COc1ccc(C(=O)NCCc2nnc3ccc(SCC(=O)NCCc4ccc(OC)c(OC)c4)nn23)cc1,-4,2,-2,·,7,30,11,2
CCN(CC)c1ccc(C=NN2CCCCCC2)cc1,-12,2,0,3,6,-26,-6,1
CS(=O)(=O)Nc1ccccc1C(=O)NCCSCc1ccccc1,-25,0,·,4,·,0,8,·
COc1ccc([N+](=O)[O-])cc1NC(=O)C(C)OC(=O)Cn1[nH]c(=O)c2ccccc2c1=O (stereo not drawn),-12,1,4,·,1,12,-5,-3
CC1(C)CCCC2=C1CC1C(=O)N(Cc3cccnc3)C(=O)C1C2 (stereo not drawn),·,-1,9,-8,1,·,-7,3
CCC1=C(c2ccc(C)cc2)S(=O)(=O)N=C1N1CCC(C(=O)NCCCN2CCCCC2C)CC1 (stereo not drawn),-4,6,115*,2,1,-1,-9,1
CC(=O)Nc1cccc(Nc2cnccn2)c1,-6,·,2,-8,0,1,-22,-1
Cc1nc2ccccc2n1CC(O)COC1CCCCC1 (stereo not drawn),25,-3,6,-1,6,-4,·,-1
O=C(Nc1ccccc1N1CCN(C(=O)c2ccc(Cl)cc2)CC1)c1ccc(Br)cc1,·,-10,5,-47,2,·,42,-1
O=C(NCc1ccco1)c1cccc(Nc2nc3ccc(Br)cc3[nH]2)c1,-4,3,4,-4,13,-16,-7,-3
Cc1ccc(C)c(NC(=O)CCCCCCCCCCC2COCCO2)c1 (stereo not drawn),13,·,1,-4,2,-3,-7,0
CCOC(=O)N1c2ccccc2Sc2ccccc21,5,-7,-8,4,·,6,13,·
Nc1ccccc1-c1ccc(Cl)cc1,-11,-2,-1,·,-1,·,-1,4
COc1ccc(-n2nc(C(=O)NCC(=O)N3CCCC3)c3ccccc3c2=O)cc1Cl,23,1,12,·,-4,2,14,-3
CC[C@@]1(C(=O)OC)N[C@H](CN(C)C(=O)c2ccccc2)[C@@H]2C(=O)N(C)C(=O)[C@@H]21,2,-16,-2,·,-3,18,5,-3
Cc1cccc(NC(=O)c2cnc3scc(C)n3c2=O)c1,16,-3,12,0,-1,-6,-24,·
COc1ccc(NC(=O)Nc2cccc3c2O[C@H](CN(C)C(=O)Nc2cccc4ccccc24)[C@H](C)CN([C@H](C)CO)C3=O)cc1,13,7,60,5,3,-8,11,2
Cc1ccc(S(=O)(=O)Nc2ccc3c(c2)C(=O)N([C@@H](C)CO)C[C@@H](C)[C@H](CN(C)C(=O)Cc2ccccc2)OCCCC[C@H](C)O3)cc1,5,8,·,-13,27,-18,-15,8
CC(C)CC(=O)N1CCN(C(=O)c2ccc(F)cc2)CC1,-6,1,4,9,7,-12,15,1
O=Cc1sc(Nc2ccccc2)nc1Cl,-19,-5,·,·,·,2,-16,·
CCC(C)Nc1nc2ccccc2n2c(C)nnc12 (stereo not drawn),-16,-2,3,-1,1,47,-2,4
CC1(C(=O)OCC(=O)Nc2ncc(Cl)cc2Cl)CC1(Cl)Cl (stereo not drawn),-15,-5,3,-3,-1,5,-4,-13
O=C1c2ccccc2NC(c2ccccc2O)N1c1ccc(F)cc1 (stereo not drawn),-91,-21,-6,5,-4,11,-172,6
Cc1ccc(CNC(=O)CN(C(=O)C2(C)CC(=O)N=C3C=CC=CN32)c2ccc(F)cc2)cc1 (stereo not drawn),4,2,-10,-1,-2,-7,16,3
COCCNC(=O)CCCN1C(=O)c2ccccc2Sc2ncccc21,-5,-8,-9,·,1,23,7,9
N#CCCN(C(=S)Nc1ccc(Cl)c(Cl)c1)C1CCCCC1,9,·,·,·,3,-42,2,0
O=C(CNc1ccccc1F)Nc1cccc2ccccc12,-11,-3,33,·,-1,2,-7,-4
Cc1ccc(C(=O)NCCNc2ccc([N+](=O)[O-])cc2C(F)(F)F)cc1,12,7,·,·,·,-22,2,·
CN1CCN(c2c(/C=N/O)c3ccccc3n2C)CC1,-1,-1,3,14,-4,11,-3,-5
O=C(C1COc2ccccc2O1)N1CCN(S(=O)(=O)c2ccccc2)CC1 (stereo not drawn),-3,0,·,1,2,18,6,3
COCC(=O)N(C)C[C@@H]1Oc2cc(C#C[C@@H](C)O)ccc2S(=O)(=O)N([C@@H](C)CO)C[C@H]1C,-16,·,7,4,-22,5,·,-1
C#CCOc1ccc(/C=C2/C(=O)N(c3ccc(S(N)(=O)=O)cc3)N=C2C)cc1OC,-2,·,-1,·,2,-2,-15,-3
CCCc1c(C(=O)N/N=C(\C)c2cc(C)sc2C)nnn1-c1nonc1N,-12,·,-5,-22,4,6,-16,4
CCO[C@@H]1OC(C(=O)N2CCN(Cc3ccccc3)CC2)=C[C@H](c2csc3ccccc23)[C@H]1CCCO,14,4,31,-5&-13,5&39,-36,12&-3,10
COc1ccc(Cl)cc1NC(=O)Nc1cc(C)on1,7,-3,7,-3,7,15,1,4
CC1=C(C(=O)N2CCOCC2)CC(CC(=O)NCc2ccco2)C(=O)N1Cc1ccccc1 (stereo not drawn),2,·,9,-4,·,22,-23,·
NS(=O)(=O)c1ccc(CCNCC(=O)NCc2ccccc2Cl)cc1,1,-4,0,-1,0,5,2,4
CN1CCCCN2[C@@H](CO)[C@@H](c3ccc(C#CC4(O)CCCC4)cc3)[C@@H]2C1,-11,-2,8,6,9,28,-28,3

# Compounds were not picked by outcome, and some 2.9% of all compounds hit somewhere here.
